FBPA Giardia inh: blocks Giardia fructose-bisphosphate aldolase activity | purified Giardia FBPA | Potency, µM (doses to about 59.6 µM), inactives show at the top dose activity, negative = inhibition, actives largely listed as inhibitors | 290,000 compounds, 0.71% hits; also: potency is read from the fitted curve at half-maximal effect; nearly all actives have a fitted effect of over 55% in size
Target sequence (A8B2U2 whole entry, looked up): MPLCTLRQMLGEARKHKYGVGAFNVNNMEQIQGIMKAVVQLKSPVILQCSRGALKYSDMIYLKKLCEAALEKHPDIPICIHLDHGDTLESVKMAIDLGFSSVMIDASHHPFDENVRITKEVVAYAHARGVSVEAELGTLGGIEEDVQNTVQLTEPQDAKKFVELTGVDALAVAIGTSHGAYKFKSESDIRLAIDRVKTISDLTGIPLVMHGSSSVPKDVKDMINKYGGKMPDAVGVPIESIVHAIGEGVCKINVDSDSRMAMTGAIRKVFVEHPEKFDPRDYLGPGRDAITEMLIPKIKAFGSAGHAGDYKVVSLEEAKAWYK
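40 nM FBPA preincubated 10 min at RT with compound (up to 57.5 uM final), then substrate plus GAPDH/TPI/NAD/arsenate coupling and diaphorase/resazurin added. Fluorescence read after 20 min at RT, 525/598 nm.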
AmpC inh no detg: AmpC beta-lactamase inhibition without detergent | AmpC nitrocefin hydrolysis, absorbance 480 nm, 0.0001% Triton | Potency, µM (series often up to 57.1 µM), without a hit: at the top dose activity change, negative = inhibition, usual class: inhibitors | 330,000 compounds, 0.52% hits | AID 485341;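 also: potency is read from the fitted curve at half-maximal effect; plate controls were no compound for no effect and no enzyme for full effect; nearly all actives have a fitted effect of over 20% in size; some results filed as inactive show a strong effect at the top dose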
Target sequence (P00811 whole entry, looked up): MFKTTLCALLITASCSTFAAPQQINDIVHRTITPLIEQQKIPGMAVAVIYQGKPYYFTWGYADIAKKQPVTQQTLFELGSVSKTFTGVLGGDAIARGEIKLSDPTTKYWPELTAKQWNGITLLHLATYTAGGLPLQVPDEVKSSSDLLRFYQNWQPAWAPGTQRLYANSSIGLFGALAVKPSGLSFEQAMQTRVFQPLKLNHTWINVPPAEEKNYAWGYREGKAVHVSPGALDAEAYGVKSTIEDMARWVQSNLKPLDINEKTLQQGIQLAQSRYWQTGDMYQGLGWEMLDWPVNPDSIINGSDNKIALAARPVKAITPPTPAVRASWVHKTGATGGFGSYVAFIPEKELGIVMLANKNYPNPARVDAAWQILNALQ
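AmpC (5.3 nM in the dispensed reagent) in 20 mM phosphate pH 7.0 with 0.01% (detergent screen) or 0.0001% Triton X-100 was preincubated with compounds for 15 min at room temperature. Nitrocefin was then added from an 800 uM solution, and hydrolysis was followed at 480 nm.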
Sm TGR block: inhibitors of Schistosoma mansoni thioredoxin glutathione reductase. purified TGR, DTNB reduction, TNB absorbance 405 nm. Potency, µM (series often up to 114 µM), inactives show top-dose activity change, negative = inhibition, hits mostly inhibitors. 360,000 compounds, 3% hits; also: potency is read from the fitted curve at half-maximal effect; nearly all actives have a fitted effect of over 60% in size
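TGR 20 nM + NADPH 100 uM (dispensed conc.), cpd preinc 15 min RT; start with NADPH (500 uM addition) then DTNB (15 mM addition). Kinetic TNB absorbance, 405 nm filter. Four-parameter Hill fit across titration.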
HCMV inh: blocks human cytomegalovirus replication | HFF cells, HCMV-luciferase reporter, 72 h; stronger effect = lower value | activity change, negative = inhibition, % at 57.5 µM | 410,000 compounds, 4.5% hits; in the data active = activity change below about -60%; inconclusive = no clear call, values can overlap the other calls; inactive = above about -39%
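Two compound doses tested in HFFs infected with HCMV-luciferase, MOI 1 PFU/cell, 72 h at 37C. Lysate luminescence read with OneGlo; data normalized against buffer-only and 10uM Salinomycin inhibitor controls.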
AmpC detergent: blocks E. coli AmpC beta-lactamase in detergent assay; Potency, µM (highest dose often 114 µM), for the others: at the highest dose activity change, negative = inhibition, hits mostly inhibitors; AID 485294; P00811; 370,000 compounds, 0.041% hits; AmpC hydrolysis of nitrocefin, absorbance 480 nm, 0.01% Triton;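 also: potency is read from the fitted curve at half-maximal effect; 0% = no-compound wells and -100% = no-enzyme wells; nearly all actives have a fitted effect of over 25% in size; some results filed as inactive show a strong effect at the top dose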
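20 mM phosphate pH 7.0 + 0.01% (detergent screen) or 0.0001% Triton X-100; 5.3 nM AmpC reagent; cpd preinc 15 min RT; nitrocefin (800 uM stock) to start; A480 q20 s × 4 min; Activity was normalised to no-enzyme and no-compound control wells.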
AMA1 RON2 block: AMA1-RON2 (P. falciparum) interaction inhibition; AlphaScreen AMA1-biotinylated RON2 peptide binding; Potency, µM (doses to about 58.2 µM), without a hit: top-dose activity change, negative = inhibition, hits mostly inhibitors; 360,000 compounds, 0.2% hits; AID 720542;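 also: potency is read from the fitted curve at half-maximal effect; 0% = vehicle wells and -100% = peptide control; nearly all actives have a fitted effect of over 45% in size; some results filed as inactive show a strong effect at the top dose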
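AMA1 (3D7) with his tag at 25 nM final met compounds first, then biotinylated RON2 peptide at 25 nM; detection used donor plus acceptor beads, 10 µg/mL apiece, read by AlphaScreen after 30 min at room temperature.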
Active calls of the source: *; ? = inconclusive; . = no result given; & = joins results of further samples; [ ] = remark or other dose. Unless noted, calls follow the shape of the dose curve; as a rule, active = well fitted curve in the direction sought with a large enough effect; inconclusive = small, poorly fitted or top-dose-only effect, or another doubt; inactive = no such curve, though single readings can be large; an effect the other way counts as inactive or inconclusive. Unless noted, % is scaled to controls: 0 for no effect and ±100 for the full control effect.

SMILES	FBPA Giardia inh	AmpC inh no detg	Sm TGR block	HCMV inh	AmpC detergent	AMA1 RON2 block
Clc1cccc(Sc2ccc(-c3ccccn3)s2)c1	1.3%	-42.1%	6.0%	5.4	5.8%	18.0%
O=C(O)c1cccc(NS(=O)(=O)c2ccc3c(c2)C(=O)c2ccccc2C3=O)c1	3.3%	-32.0%	0.0%	?	2.3%	-6.3%
COc1ccccc1-c1cc(C(=O)N2CCCCC2)no1	2.8%	-0.4%	-15.5%	217.5	?	2.5%
CC(=O)Nc1ccc(NC(=O)c2ccc(S(=O)(=O)N(C)c3ccccc3)cc2)cc1	.	-49.9%	1.1%	?	-3.5%	-2.1%
CC1CCCCC1NC(=O)c1cccc(NC2=NC3CS(=O)(=O)CC3S2)c1 (stereo unspecified)	9.2%	3.7%	2.7%	80.0	-11.5%	15.9%
COc1ccc(C(CCN(Cc2ccc(OC)c(OC)c2)C(C)=O)C(C)C)cc1 (stereo unspecified)	11.3%	161.6%[activator]	-10.5%	-10.1	3.1%	-10.3%
COc1ccc(N2C(=O)NC(=O)/C(=C\c3ccccc3[N+](=O)[O-])C2=O)cc1	-6.8%	-23.6%	15.8µM*	20.7	-3.9%	-3.0%
CCSc1nnc(CCNC(=O)OC(C)(C)C)o1	5.8%	-12.0%	3.8%	-33.5	0.3%	-1.7%
C[N+]1(C)C2CC(OC(=O)C(CO)c3ccccc3)CC1C1OC12 (stereo unspecified)	-3.2%&0.5%&3.1%	-4.6%	-5.3%	-38.6	?	22.5%
Cc1csc2c(=O)sc(NC(=O)c3ccc(F)cc3Cl)nc12	2.7%	-27.9%	7.0%	-34.5	-5.0%	-1.1%
Cc1ccc(Cl)c(OCC(=O)Nc2cc(S(=O)(=O)N3CCOCC3)ccc2N2CCCC2)c1	2.4%	144.3%[activator]	-7.8%	-19.3	-3.1%	-17.7%
Cc1cc(C)cc(N(CCC#N)C(=O)COC(=O)C2CCN(S(=O)(=O)c3ccc(C)c(C)c3)CC2)c1	.	95.4%[activator]	-9.6%	-26.4	-15.6%	-4.7%
CCc1ccc(Nc2n[n+](-c3ccccc3)c(-c3ccc(OCc4ccccc4)cc3)s2)cc1	?	-37.2%	-24.6%	-96.4*	-16.3%	0.0%
COc1ccc(CCN(C)C(=O)COC(=O)/C=C/c2ccc(C)o2)cc1OC	.	123.6%[activator]	15.8µM*	-4.5	-11.4%	-11.3%
O=CN(CCN(C=O)CN1CCCCC1)CN1CCCCC1	4.8%	-0.4%	?	5.1	-17.0%	1.9%
Cc1ccc(-n2ncc3c(=O)[nH]c(SCC(=O)N4CCOCC4)nc32)cc1	-14.5%	-17.0%	1.9%	21.3	0.3%	13.9%
COc1ccc(CNC(=O)C2CC(=O)N(C3CCCCC3)C2)cc1 (stereo unspecified)	-7.7%	20.9%	8.5%	7.8	4.0%	6.0%
CC(=O)Nc1ccc(-c2nnn(CC(=O)c3ccccc3)n2)cc1Cl	2.7%	2.3%	3.1%	56.5	?	13.3%
COc1cc(CN2CCCC(N3CCN(c4ccccc4C)CC3)C2)ccc1O (stereo unspecified)	-3.8%	39.9%	?	16.2	0.6%	-13.5%
COC(=O)C1=C(N)OC2=C(C(=O)CC(C)(C)C2)C1c1ccccc1OCC#N (stereo unspecified)	-1.2%	-11.5%	.	19.6	-5.5%	4.2%
COc1cc(CCC(=O)OCC(=O)Nc2c(F)cccc2F)cc(OC)c1OC	-3.7%	-11.0%	2.1%	-11.3	0.9%	0.0%
CCCCN(C1CCS(=O)(=O)C1)S(=O)(=O)c1cc(C)ccc1C (stereo unspecified)	.	3.6%	-0.2%	-16.8	-9.9%	1.6%
CCOc1ccccc1NC(=O)N1C2CCCC1CC(NC(=O)C1CC1)C2 (stereo unspecified)	-2.4%	-22.0%	3.9%	15.7	?	-7.8%
CCCS(=O)(=O)Nc1cc(-c2cn3ccc(C)cc3n2)ccc1C	.	.	20.7%	-13.8	20.6%	.
COC(CNC(=O)c1cn(C)c2ccc(S(=O)(=O)N(C)C3CCCCC3)cc2c1=O)OC	32.2%	142.3%[activator]	3.9%	-18.2	-16.2%	6.2%
O=C1NC(=O)C(CCc2ccncc2)(CCc2ccncc2)C(=O)N1CCc1ccccc1	2.7%	48.2%	-5.3%	4.1	-7.6%	-3.6%
CC(C)(C)OC(=O)NCCCC[C@H](NC(=O)c1[nH]cnc1C(=O)Nc1ccc(Cl)cc1)C(=O)OC(C)(C)C	-28.8%	64.6%[activator]	3.2%	.	-4.9%	151.9%[activator]
c1ccc(COc2ccc(CN3CCN(c4ccccn4)CC3)cc2)cc1	-12.1%	40.5%	0.0%	53.3	?	-8.1%
Cc1oc(-c2ccccc2)nc1C(=O)OCC(=O)NC(C)c1ccccc1 (stereo unspecified)	.	-0.3%	-20.6%	-20.3	-11.3%	2.6%
COc1ccc(S(=O)(=O)c2c(O)c3ccc(C(=O)NCc4ccccc4)cc3[nH]c2=O)cc1	.	.	-1.0%	2.4	-5.0%	.
CCOC(=O)Nc1ccc2c(c1)N(C(=O)CN1CCN(CCO)CC1)c1ccccc1CC2	?	36.3%	-13.6%	-28.2	-14.2%	32.6%[activator]
O=C(COC(=O)c1cc([N+](=O)[O-])ccc1NCCO)NCc1cccs1	-3.2%	-11.1%[11.4 µM]	4.9%	-25.9	3.4%	7.7%
Cc1nnc2n(-c3ccccc3)c(=O)c3c4c(sc3n12)CCCC4	4.8%	-2.1%	2.6%	26.5	-17.8%	-8.1%
Cc1ccccc1CNC(=O)c1oc2c(c1C)-c1nn(Cc3ccc(Cl)cc3)cc1CC2	.	.	16.8%	-26.5	12.6%	.
COc1ccc(OCCN(C)C(=O)c2cccc(S(=O)(=O)N(C)c3ccccc3)c2)cc1	.	131.3%[activator]	2.8%	-15.3	1.2%	-19.9%
Cc1ccc(C(=O)NCc2ccncc2)cc1S(=O)(=O)N1CCCCC1	.	-19.6%	-0.6%	?	-2.9%	-3.8%

Of the compounds above, these have a cyano group.
SMILES	FBPA Giardia inh	AmpC inh no detg	Sm TGR block	HCMV inh	AmpC detergent	AMA1 RON2 block
Cc1cc(C)cc(N(CCC#N)C(=O)COC(=O)C2CCN(S(=O)(=O)c3ccc(C)c(C)c3)CC2)c1	.	95.4%[activator]	-9.6%	-26.4	-15.6%	-4.7%
COC(=O)C1=C(N)OC2=C(C(=O)CC(C)(C)C2)C1c1ccccc1OCC#N (stereo unspecified)	-1.2%	-11.5%	.	19.6	-5.5%	4.2%

Random excerpt: 2 entries already listed
SMILES	FBPA Giardia inh	AmpC inh no detg	Sm TGR block	HCMV inh	AmpC detergent	AMA1 RON2 block
CCOc1ccccc1NC(=O)N1C2CCCC1CC(NC(=O)C1CC1)C2 (stereo unspecified)	-2.4%	-22.0%	3.9%	15.7	?	-7.8%
COc1ccc(N2C(=O)NC(=O)/C(=C\c3ccccc3[N+](=O)[O-])C2=O)cc1	-6.8%	-23.6%	15.8µM*	20.7	-3.9%	-3.0%

Continuation:
SMILES	FBPA Giardia inh	AmpC inh no detg	Sm TGR block	HCMV inh	AmpC detergent	AMA1 RON2 block
O=C(Cn1cc(S(=O)(=O)Cc2cccc(F)c2)c2ccccc21)N1CCOCC1	.	33.5%	0.0%	-6.3	-6.6%	11.2%
C/C(=N\NC(=O)c1cc(C)nc2ccccc12)c1ccco1	-2.6%	-9.1%[2.29 µM]	-26.4%	-20.1	-0.1%	5.8%
CC1CCCCN1CCNC(=O)c1ccc2c(c1)N(Cc1cccc(Cl)c1)C(=O)c1ccccc1S2=O (stereo unspecified)	1.6%	104.8%[activator]	4.9%	-34.9	-2.9%	-11.9%
Cc1ccccc1NC(=O)CSc1nnc(COc2ccc(Cl)cc2)o1	.	.	-16.5%	-1.8	-1.7%	.
NC(=O)c1c(-c2cccs2)csc1N	?	-37.2%	-28.0%	.	-1.1%	16.5%
COC(=O)Cn1c(=O)c2c(nc3n2CCN3c2cccc(C)c2)n(C)c1=O	.	.	-1.5%	-25.1	18.2%	.
CCCCCCc1cc2cc(-c3nnc(-c4cc(OC)c(OC)c(OC)c4)o3)c(=O)oc2cc1O	0.4%	-18.1%	-1.0%	.	-16.9%	-0.5%
COc1cccc(/C=N/Nc2ncnc(Cl)c2N)c1O	?	-23.0%	-17.9%	-97.1*	?	-19.0%
CCCNC(=O)C1(CC2CC(c3ccccc3)=NO2)CCN(C(=O)C2CCCC2)CC1 (stereo unspecified)	.	23.2%	-3.5%	14.3	-8.2%	-2.0%
Cn1c(=O)oc2cc(S(=O)(=O)NC(Cc3ccccc3)C(=O)NCc3ccc(F)cc3)ccc21 (stereo unspecified)	.	.	12.4%	5.9	?	.
Cc1nn(C(=O)c2cccc([N+](=O)[O-])c2)c(C)c1Br	5.9%	-17.3%	14.7%	-13.9	2.2%	-8.2%
Cc1ccccc1NC(=O)Cc1cccc(C(F)(F)F)c1	2.0%	-21.4%	1.8%	-8.6	0.0%	-2.0%
COc1ccccc1NC(=O)CSc1ccc(-c2ccco2)nn1	.	-34.9%	20µM*	-33.0	6.6%	-5.3%
Cc1[nH]c(=O)cc2ccccc12	1.3%	-19.2%	-23.8%	-2.0	2.8%	2.3%
COc1ccccc1C1CC(=O)Oc2cc(OC)c(OC)c(OC)c21 (stereo unspecified)	-4.6%[89.2 µM]	-12.0%	.	15.9	.	-1.0%
Cc1cc(NC(=O)CSCCO)no1	-0.5%	-22.5%	4.9%	?	-1.3%	2.2%
CS(=O)(=O)N1CCN(c2ccc(NC(=O)C(c3ccccc3)c3ccccc3)cc2)CC1	-11.4%	71.4%[activator]	0.0%	87.4	-6.2%	-0.4%
CCOC(=O)C1CCCN(Cc2cc(Br)c(OC)cc2OC)C1 (stereo unspecified)	-16.5%	-1.3%	-1.3%	2.6	-10.4%	-26.2%
CC(=O)Nc1ccc(/C=N/NC(=O)c2cccc(S(=O)(=O)N3CCOCC3)c2)cc1	4.2%	-22.3%	1.8%	-101.6*	2.6%	-2.8%
O=C(Nc1ccc(OC(F)(F)F)cc1)C1CC(c2ccc(F)cc2)=NO1 (stereo unspecified)	6.2%	-23.6%	11.0%	-25.7	9.1%	10.3%
CCCCCCN=CC1=C(O)CC(C)(C)CC1=O	9.9%	0.5%	5.6%	39.4	-14.3%	-7.9%
O=C(/C=C/c1ccc(-c2ccccc2[N+](=O)[O-])o1)c1ccccc1	?	3.5%	?	42.7	-2.8%	-8.6%[11.6 µM]
COc1ccc2cc3cc(C(=O)N4CCN(c5cccc(C(F)(F)F)c5)CC4)sc3nc2c1	.	.	1.3%	8.1	-1.5%	.
COc1cc(OC)c(OC)cc1/C=C/c1nc2cc3ccccc3cc2c(=O)n1-c1ccc(F)cc1F	.	.	12.9%	-31.7	-3.1%	.
N=c1c2c(ncn1Cc1ccco1)Oc1c(ccc3ccccc13)C2c1ccccc1 (stereo unspecified)	1.1%	-24.3%	-1.7%	-38.3	-10.3%	-15.3%
COc1cccc(C(=O)NC(=S)Nn2cnnc2)c1OC	-28.3%	-19.6%	1.2%	-15.0	-2.0%	15.7%
CC(C)(C)CC(=O)NCC(c1ccc2c(c1)OCO2)N1CCOCC1 (stereo unspecified)	.	.	7.4%	-1.6	3.7%	.
